HEK293 viab – counter-screen for SNCA expression inhibitors: cell viability | Potency, µM (series often up to 57.1 µM), inactives show at the highest dose activity change, negative = cytotoxicity, actives largely listed as cytotoxic | 150,000 compounds, 0.12% hits | HEK-293-SNCA-luc viability, GF-AFC fluorescence, 24 h | AID 1671193;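 also: potency is read from the fitted curve at half-maximal effect; 0% = DMSO-treated cells and -100% = medium-only wells without cells; nearly all actives have a fitted effect of over 30% in size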
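HEK-293-SNCA-luc cells (1500/well) plated 24 h, then exposed 24 h to a dilution series; GF-AFC added 30 min at 37C, fluorescence 405/540 nm; normalised to medium-only and DMSO wells, Hill fit.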
GPT2 inhibitor – blocks human glutamate pyruvate transaminase 2; Q8TD30; Recombinant GPT2, coupled pyruvate oxidase/HRP Amplex Red fluorescence; Potency, µM (top dose mostly 57.7 µM), inactives show at the highest dose activity change, negative = inhibition, hits mostly inhibitors; 100,000 compounds, 0.25% hits; also: potency is read from the fitted curve at half-maximal effect; nearly all actives have a fitted effect of over 60% in size; many of its hits are not listed in these tables
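Inhibition is scored from Amplex Red fluorescence generated when pyruvate oxidase and HRP act on pyruvate released by GPT2. Reactions contain 10ng/uL enzyme, 250uM a-KG and 2mM L-alanine and run 30 min at room temperature.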
Luciferase inh – Photinus pyralis luciferase inhibition; 76,000 compounds, 2.5% hits; Potency, µM (doses to about 115 µM), without a hit: top-dose activity change, negative = inhibition, hits mostly inhibitors; purified P. pyralis luciferase, luminescence, biochemical; also: potency is read from the fitted curve at half-maximal effect; nearly all actives have a fitted effect of over 65% in size
Target sequence (P08659 whole entry, looked up): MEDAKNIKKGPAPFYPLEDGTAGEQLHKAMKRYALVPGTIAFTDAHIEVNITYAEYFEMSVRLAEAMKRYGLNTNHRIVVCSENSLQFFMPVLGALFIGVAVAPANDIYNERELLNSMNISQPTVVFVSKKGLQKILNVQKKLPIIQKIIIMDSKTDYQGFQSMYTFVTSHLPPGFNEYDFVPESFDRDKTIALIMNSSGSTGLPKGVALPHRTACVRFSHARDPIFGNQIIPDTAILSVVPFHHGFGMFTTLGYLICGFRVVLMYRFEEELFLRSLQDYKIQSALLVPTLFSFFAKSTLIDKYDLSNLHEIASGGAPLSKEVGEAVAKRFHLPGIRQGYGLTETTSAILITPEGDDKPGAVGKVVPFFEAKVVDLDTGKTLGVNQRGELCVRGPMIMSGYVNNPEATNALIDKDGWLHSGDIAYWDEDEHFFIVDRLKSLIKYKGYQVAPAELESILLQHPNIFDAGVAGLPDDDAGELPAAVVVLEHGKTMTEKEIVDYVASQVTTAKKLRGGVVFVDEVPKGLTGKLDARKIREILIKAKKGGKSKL
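Purified P. pyralis luciferase (10nM final) in 50mM Tris acetate pH 7.5, 10mM Mg acetate, 0.01% Tween-20, 0.05% BSA with 10uM D-luciferin and 10uM ATP. Compounds titrated qHTS. Luminescence imaged on CCD.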
NIH3T3 tox – kills NIH 3T3 cells | NIH 3T3 viability, CellTiter-Glo ATP luminescence, 48-72 h | 94,000 compounds, 4.3% hits | Potency, µM (highest dose often 96.7 µM), inactives show at the top dose activity change, negative = cytotoxicity, actives largely listed as inhibitors; also: potency is read from the fitted curve at half-maximal effect; nearly all actives have a fitted effect of over 55% in size
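NIH 3T3 cells at 400 cells/well received 23 nL of compound by pintool and were incubated 48 or 72 h at 37 °C. Viability was read as ATP-coupled CellTiter-Glo luminescence.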
HEK cytotox – HEK 293 cell cytotoxicity | 94,000 compounds, 6.6% hits | HEK 293 viability, ATP luminescence (CellTiter-Glo), 48-72 h | AID 1345083 | Potency, µM (highest dose often 115 µM), inactives show at the top dose activity change, negative = cytotoxicity, most hits filed as inhibitors; also: potency is read from the fitted curve at half-maximal effect; nearly all actives have a fitted effect of over 60% in size
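HEK 293 seeded at 250 cells/well receive compound via pintool. After 48 or 72 hr at 37 degree Celsius, 5% CO2 and 95% humidity, CellTiter-Glo is dispensed and luminescence read following 10 min at room temperature.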
SNCA expr inhib – inhibitors of alpha-synuclein (SNCA) gene expression; HEK-293 SNCA-luciferase knock-in, luminescence, 24 h; Potency, µM (series often up to 57.2 µM), for the others: at the highest dose activity change, negative = inhibition, actives largely listed as inhibitors; 140,000 compounds, 0.17% hits; AID 1671194;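 also: potency is read from the fitted curve at half-maximal effect; plate controls were DMSO cells for no effect and cell-free wells for full effect; nearly all actives have a fitted effect of over 45% in size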
IP6K1 inh – IP6K1 kinase inhibition | IP6K1 kinase, ADP-Glo luminescence, 2 h; active compounds read low | activity change, % (series mostly up to about 58 µM) | 140,000 compounds, 0.81% hits; in the data active = activity change below about -25%
Target sequence (Q92551 whole entry, looked up): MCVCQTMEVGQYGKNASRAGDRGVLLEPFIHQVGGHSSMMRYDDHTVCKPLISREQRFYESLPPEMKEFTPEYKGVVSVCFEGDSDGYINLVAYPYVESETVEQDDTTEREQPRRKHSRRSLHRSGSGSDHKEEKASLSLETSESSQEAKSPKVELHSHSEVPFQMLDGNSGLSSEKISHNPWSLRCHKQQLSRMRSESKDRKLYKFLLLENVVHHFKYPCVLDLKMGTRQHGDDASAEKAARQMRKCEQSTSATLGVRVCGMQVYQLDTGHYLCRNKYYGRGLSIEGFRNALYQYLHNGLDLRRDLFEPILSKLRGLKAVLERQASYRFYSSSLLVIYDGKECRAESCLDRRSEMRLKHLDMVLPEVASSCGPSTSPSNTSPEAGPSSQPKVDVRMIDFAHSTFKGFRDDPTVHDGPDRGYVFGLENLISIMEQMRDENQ
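ADP-Glo luminescence measures ADP made by human IP6K1 during a 2 h RT reaction with ATP/IP6 (mix at 1.3 mM/130 uM); top library doses 57.5 and 19.1 uM final.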
The depositor's hits bear a star; i = inactive; ? = inconclusive; · = no result given; & = joins results of further samples; ! = repeats disagree; [ ] = dose if it differs, or a comment. Unless noted, calls follow the shape of the dose curve; as a rule, active = well fitted curve in the direction sought with a large enough effect; inconclusive = small, poorly fitted or top-dose-only effect, or another doubt; inactive = no such curve, though single readings can be large; an effect the other way counts as inactive or inconclusive. Unless noted, % is scaled to controls: 0 for no effect and ±100 for the full control effect. Only part of the results is shown; rates above refer to the full screens.

| Molecule | HEK293 viab | GPT2 inhibitor | Luciferase inh | NIH3T3 tox | HEK cytotox | SNCA expr inhib | IP6K1 inh |
| --- | --- | --- | --- | --- | --- | --- | --- |
| O=C(CC1CCCC1)N1CC2CC(C1)[C@H]1CCCC(=O)N1C2 (stereo not given in full) | -8% | i | -5% | -7% | -7% | 16% | 23 |
| CCNC(=O)N[C@@H]1C=C[C@@H](c2c(C)nn(-c3ccccc3[N+](=O)[O-])c2C)C1 | -1%[87.6 µM] | i | ? | -26%[174 µM] | ? | 62%[activator][87.6 µM] | 10 |
| O=C(c1ccc(F)cc1)N1c2ncnn2C2(CCCCC2)[C@@H]2CCCC[C@@H]21 | -11% | · | · | · | · | -20% | -2 |
| CCn1ncc(N2CCC(NC(=O)c3cccc(OC)c3OC)CC2)cc1=O | -2% | 0% | -14% | -19% | 1% | 19% | 2 |
| COc1ccccc1NC(=O)Cn1c(=O)oc2cc(S(=O)(=O)NCc3ccccc3)ccc21 | 2% | · | · | · | · | 44%[activator] | 38 |
| O=C1c2ccccc2OCC2(CCN([S+](=O)([O-])c3cccc(C(F)(F)F)c3)C2)N1[S+](=O)([O-])c1cccc(C(F)(F)F)c1 (stereo not given) | 5% | -14% | 5% | i | i | -8% | 8 |
| COc1ccc(-n2nc(C3CCN(C(=O)c4ccc(C)cc4)CC3)[nH]c2=O)cc1 | 6% | i | -5% | -2% | -22% | -1% | 4 |
| COc1cc(NC(=O)C2CCCCC(=O)N2)cc(OC)c1 (stereo not given) | -3% | i | 4% | -7% | 2% | 11% | 38 |
| COCc1cc(C)nc2c1C(=O)NC(c1ccc(Br)cc1)N2Cc1ccccc1 (stereo not given) | -6% | · | · | · | · | -5% | 32 |
| COc1cc(Cl)cc(CN2CCN(c3ncccc3C#N)CC2)c1OC | -1% | -3% | -7% | -30% | ? | -10% | 13 |
| CCCCNC(=O)c1cc(-c2ccc(OC)cc2)nc2n[nH]c(-c3cccc([N+](=O)[O-])c3)c12 | -7% | · | · | · | · | ? | 8 |
| Cc1ccc(NC(=O)C2CCCN(S(=O)(=O)c3ccc(F)cc3)C2)cc1 (stereo not given) | -2% | · | · | · | · | 9% | 1 |
| COc1ccc(C(=O)Nc2nc(-c3nnn(-c4ccc(F)cc4F)c3C)ns2)cc1 | -22% | · | · | · | · | -21% | 5 |
| Cc1ccc(C(=O)NC2CCCN(c3ccc4nnc(C5CC5)n4n3)C2)cc1 (stereo not given) | · | · | · | ? | ? | · | -5 |
| Cc1ccc(C(=O)N2CCC3(C2)C(=O)N(CCc2ccccc2)c2ccccc23)cc1 (stereo not given) | -2%&-24% | ? | -12%&-11% | 40µM*! | 32µM*! | ? | 15&20 |
| COc1cccc(C(=O)Nc2nc3c(s2)CCCC3)c1 | -19% | · | · | · | · | -60% | 7 |
| COCCO[C@H]1C(=O)N(C2CCN(Cc3ccc(C#N)cc3)CC2)[C@H]1c1ccncc1 | 3% | i | -9% | ? | -15% | -1% | 5 |
| COc1ccc(O[C@H]2COCCN(C(=O)C3CCCC3)C2)cc1 | 1%[87.6 µM] | i | -2%[172 µM] | -8%[138 µM] | -3%[172 µM] | -24%[87.6 µM] | -8 |
| Cc1cccc(NC(=O)Cn2c(N3CCCCC3)nc(C)c(C)c2=O)c1 | -23% | -12% | 7% | ? | -7% | 9% | 12 |
| Cc1nnc2ccc(N3CCCN(C(=O)c4ccccc4F)CC3)nn12 | · | · | · | -12% | i | · | 4 |
| CCOc1nccnc1NC1CCN(C(=O)Cc2cccs2)CC1 | -2% | 1% | 8% | -4% | -4% | 4% | -3 |
| O=C1N[C@@H]2CCN(S(=O)(=O)c3ccccc3)[C@@H]2C(=O)N1c1ccc(Oc2ccccc2)cc1 | 1% | -3% | 9% | -5% | -21% | 11% | -7 |
| Cn1cnnc1CC1CCN(C(=O)c2cc3c([nH]c2=O)CCCC3)CC1 | 0% | i[11.5 µM] | 0% | 1% | 2% | 23% | -4 |
| COC(=O)CCNC(=O)NC(CCC(C)C)c1c(-n2cccc2)sc2c1CCN(C)C2 (stereo not given) | -14% | · | · | · | · | -16% | 52 |
| CC(C)C[C@@H](NC(=O)C1=C[C@@H](NC(=O)Nc2ccc(F)cc2F)[C@@H](O)[C@H](O)C1)C(N)=O | -1% | i | 3% | -4% | 0% | -20% | -11 |
| O=C(Nc1cccc(-c2nc3cc(Cl)ccc3o2)c1)c1ccc(F)cc1 | -7% | · | · | · | · | 7% | 15 |
| CCCNC(=O)N1CCCC2(CCC(=O)N(CCc3ccccc3)C2)C1 (stereo not given) | 1% | -2%[11.5 µM] | 8% | -17% | -1% | 3% | 27 |
| CN(C(=O)C(C)(C)C)C1CCc2ccccc21 (stereo not given) | -1%[87.6 µM] | 4%[88.5 µM] | -2%[230 µM] | -28%[174 µM] | ? | 9%[87.6 µM] | 12 |
| Cc1c(C(=O)N(C)C)sc2c1c(=O)n(-c1ccc(Cl)cc1)c(=O)n2Cc1ccccc1F | -10% | · | · | · | · | 7% | 7 |
| O=C(NC1CC1)c1ccccc1OCC1CCCN(Cc2cn[nH]c2-c2cccs2)C1 (stereo not given) | ? | i | 6% | ? | ? | -18% | -14 |

Compound profiles, as listed above. Screens in order: HEK293 viab, GPT2 inhibitor, Luciferase inh, NIH3T3 tox, HEK cytotox, SNCA expr inhib, IP6K1 inh
`CCOc1nccnc1NC1CCN(C(=O)Cc2cccs2)CC1` across the screens: -2%, 1%, 8%, -4%, -4%, 4%, -3
`COCCO[C@H]1C(=O)N(C2CCN(Cc3ccc(C#N)cc3)CC2)[C@H]1c1ccncc1` across the screens: 3%, i, -9%, ?, -15%, -1%, 5
`COc1ccccc1NC(=O)Cn1c(=O)oc2cc(S(=O)(=O)NCc3ccccc3)ccc21` across the screens: 2%, ·, ·, ·, ·, 44%[activator], 38

Additional records follow.
| Molecule | HEK293 viab | GPT2 inhibitor | Luciferase inh | NIH3T3 tox | HEK cytotox | SNCA expr inhib | IP6K1 inh |
| --- | --- | --- | --- | --- | --- | --- | --- |
| Cc1onc(-c2ccccc2)c1C(=O)N[C@@H]1C(=O)N2[C@@H](C(=O)O)C(C)(C)S[C@@H]12 | -13% | i | · | · | · | ? | · |
| Cc1noc(C)c1S(=O)(=O)N1CCCC(c2[nH]ccc2C(N)=O)C1 (stereo not given) | -4%[12.5 µM] | i | 2% | i | i | ? | 0 |
| NC(=O)[C@H]1C[C@@H](O)[C@H](O)[C@H]2[C@@H]1SC(=NCC1CCCCC1)N2Cc1ccc(F)cc1 | -7%[87.6 µM] | i | -1%[172 µM] | ? | ? | -16%[87.6 µM] | -14 |
| COCc1noc([C@@H]2CC(F)(F)CN2C(=O)CCn2cccn2)n1 | 9% | i | -1% | -10% | i | -13% | 26 |
| CCn1cc(CN(C)C(=O)CN2C(=O)C(Oc3ccc(F)cc3)C23CCCCC3)c(C)n1 (stereo not given) | -3% | -5% | · | ? | ? | 5% | 16 |
| CCC1Oc2ccc(NC(=O)Cc3cccs3)cc2CN(C(CC)c2ccccc2)C1=O (stereo not given) | -24% | 1% | 2% | ? | -18% | -18% | -1 |
| Cc1noc([C@@H]2CN(C(=O)Cc3c(F)cccc3Cl)C[C@H]2C(N)=O)n1 | 9% | i | -6% | -18% | -6% | 9% | 14 |
| COc1cccc(Nc2ncc3c(n2)C(C)(C(=O)Nc2ccc(OC)nc2)CC3)c1 (stereo not given) | -27%[87.6 µM] | -7%[88.5 µM] | -1%[172 µM] | ? | 89µM* | -12%[87.6 µM] | -11 |
| Cc1[nH]c2ccccc2c1C1=C(NCCc2ccc(F)cc2)C(=O)N(C)C1=O | ? | i | · | · | · | · | -8 |
| O=C(C1CCCC1)N1CCCCC12Cc1ccccc1NC2=O (stereo not given) | -3%[87.6 µM] | i | -3%[172 µM] | -8%[138 µM] | -17%[172 µM] | 6%[87.6 µM] | 4 |
| COCCCNC(=O)c1cccc2c1CCN2C(=O)Nc1cccc(C)c1 | -6% | i | 0.32µM* | ? | ? | 3.5µM* | -6 |
| COc1ccc(-c2noc([C@@H]3C[C@@H](O)CN3C(C)C)n2)cc1 | -1%[87.6 µM] | 3%[88.5 µM] | ? | -16%[138 µM] | -17%[172 µM] | 175%[activator][87.6 µM] | 3 |
| N#Cc1ccccc1CN1CCNc2nc(CNCc3ccccc3)n(Cc3ccccc3)c2C1=O | -8% | i | 0% | ? | ? | -2% | -12 |
| Cc1ccc(NC(=O)CSc2nc3ccccc3c3nc(CCn4cncc4C)nn23)cc1F | ? | · | · | · | · | -20% | 17 |
| CC(C)Cc1cc(CN2CCC(CO)(CN3CCCC3)CC2)[nH]n1 | 2% | -1% | 12% | 2% | ? | 11% | 0 |
| COc1ccc(Cn2c(=O)c(C(=O)N3CCN(C(=O)c4ccccc4C)CC3)nc3cccnc32)cc1 | 2% | 2% | · | -19% | -1% | -5% | 1 |
| CCOC(=O)c1cc(-c2ccccc2)n(CCC(=O)Nc2nc3c(C)cccc3s2)c1C | -7% | · | · | · | · | ? | 11 |
| Cc1cc(C)c2c(n1)SCC(=O)N2CC(=O)Nc1c(C)cccc1C | 10% | · | · | · | · | -5% | -14 |
| COCCC(=O)N[C@@H]1CN(Cc2ccccc2)C[C@H]1CO | 3% | 4% | 6% | -6% | -6% | 2% | 0 |
| O=C(NCC(=O)N1CCC(Cc2ccccc2)CC1)c1cccc(-c2ccsc2)c1 | 1%[12.5 µM] | 3% | · | -25% | ? | -4% | 12 |
| O=C(CC1N=C2c3ccccc3N=C(SCc3ccc(F)cc3)N2C1=O)NCc1cccs1 (stereo not given) | 11% | · | · | · | · | -4% | 9 |
| O=C1CN(C(=O)c2ccc(S(=O)(=O)N3CCCC3)cc2)C(c2ccc(F)cc2)c2cc(Br)ccc2N1 (stereo not given) | -4% | · | · | · | · | -10% | -5 |
| Cc1noc2c(N(C)C)cc(-c3cccnc3)nc12 | 3%[87.6 µM] | i | -1%[230 µM] | ? | -5%[230 µM] | -8%[87.6 µM] | -10 |
| CCCNC(=O)C1COC2(CCN(C(=O)CC(C)(C)C)CC2)N1C(=O)c1cccc(OC)c1 (stereo not given) | ? | 4% | -13% | -25% | ? | -20% | 19 |
| CC(C)S(=O)(=O)N1CC[C@H]2C(=O)NCCCCCCN(Cc3ccncc3)[C@@H]2C1 | 1% | -17% | 3% | -12% | -19% | 16% | 3 |
| CCn1c(=O)c2ccnn2c2ccc(C(=O)NCc3ccc(N4CCOCC4)cc3)cc21 | 4% | 5% | 4% | -27% | ? | 13% | 7 |
| Cc1ccc(S(=O)(=O)Nc2ccc3[nH]c(=O)sc3c2)cc1C | -11% | · | · | · | · | -14% | -11 |
| O=c1cc(N2CCOCC2)oc2c(NCc3ccncc3)nccc12 | 13%[87.6 µM] | ? | 0%[172 µM] | 45µM* | -23%[172 µM] | -25%[87.6 µM] | -7 |
| COc1ccc(NC(=O)Cn2cnc3c(nc4n3CCCCC4)c2=O)cc1Cl | -2% | · | · | · | · | 2% | -6 |
| COc1ccc(CC(=O)N2CCC(n3cnnc3C3CC3)CC2)cc1Cl | 3% | i | -1% | -6% | 4% | 3% | -7 |

From PubChem
